# KOR beta-arrestin-1 = KOR antagonists, beta-arrestin recruitment, cell-based, luminescence, uHTS (AID 1778). KOR beta-arrestin recruitment, luminescence, antagonist mode; higher % means a stronger effect. inhibition, % at 10 µM, or IC50 in µM where a hit was titrated. 290,000 tested, 0.091% active; note: strong numbers were not always called active
# LYP phosphatase = inhibitors of LYP phosphatase, biochemical, fluorescence intensity, uHTS (AID 1779); recombinant LYP phosphatase, fluorescence intensity; higher % means a stronger effect; inhibition, % at 11.5 µM; hits with a dose series show IC50 in µM; 290,000 tested, 0.054% active;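 note: plate controls were vehicle with enzyme for no effect and no enzyme for full effect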
# KOR beta-arrestin-2 = kappa opioid receptor activators – cell-based, luminescence, uHTS, primary screen (AID 1777) | KOR beta-arrestin recruitment, luminescence; higher % means a stronger effect | one-dose activation, % at 10 µM; EC50 in µM for titrated hits | 280,000 tested, 0.02% active; in the data active = activation above about 50%, passing the limit was not always enough; note: a part of the inactive calls stands beside numbers as strong as those of hits
# Salmonella PhoP GFP = PhoP-dependent GFP reporter repression – Salmonella Typhimurium, primary screen (AID 1863) | S. Typhimurium PhoP-regulated promoter GFP reporter, 4 h; higher % means a stronger effect | one-dose inhibition, % at 50 µM; IC50 in µM for titrated hits | 300,000 tested, 0.16% active;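 active = inhibition over 29.93%, a cutoff 3 SD above the screen mean, later confirmed by dose response; inconclusive = inhibition over 29.93% but no dose response follow-up; inactive = inhibition at most 29.93% or unconfirmed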;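 note: 0% = low Mg2+ inducing control and 100% = high Mg2+ repressing control; strong numbers were not always called active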
# HIV fusion peptide = inhibitors of HIV fusion peptide binding, primary screen, biochemical, uHTS, fluorescence dequenching (AID 1986) | cell-free peptide binding, fluorescence dequenching, 30 min; higher % means a stronger effect | one-dose inhibition, % at 20 µM; IC50 in µM for titrated hits | 290,000 tested, 0.3% active; in the data active = inhibition mostly above about 52%, no sharp cut-off; inactive = mostly below about 76%; note: some results filed as inactive read as strong as hits
# SIAH1 antagonists = blockers of Siah-1 interaction with plectin peptide – biochemical, fluorescence polarization, rhodamine-plectin, uHTS, primary screen (AID 1817); Siah-1 / rhodamine-plectin peptide fluorescence polarization; higher % means a stronger effect; displacement, % at 20 µM, or IC50 in µM where a hit was titrated; 290,000 tested, 0.02% active;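 active = displacement of at least 50% at 20 µM, with a fluorescence ratio check between 0.3 and a set limit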;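 note: plate controls were Siah plus tracer with DMSO for no effect and tracer alone without Siah for full effect; strong numbers were not always called active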
# NOD2 inhibition = NOD2 signaling inhibitors, cell-based, luminescence, uHTS, HEK293 (AID 1566) | 290,000 tested, 0.63% active | HEK293 NOD2/NF-kB luciferase reporter, luminescence; higher % means a stronger effect | inhibition, % at 4 µM; hits with a dose series show EC50 in µM; note: many of its hits are not listed in these tables
# Myeloid diff 2 = myeloid differentiation induction | calls only at 10 µM | ER-HoxA9 myeloid progenitors, lysozyme-GFP differentiation, flow cytometry | 360,000 tested, 1% active;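 active = normalized GFP-positive differentiation at or above the plate's own cutoff, the solvent-only control mean plus 3 SD; inconclusive = no clear call, values can overlap the other calls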;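 note: cells exposed to compound for four days before flow analysis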
# NOD1 inhibition = NOD1 signaling inhibitors, primary screen, cell-based, luminescence, uHTS (AID 1578). NOD1-driven NF-kB luciferase reporter cells, luminescence; higher % means a stronger effect. 290,000 tested, 1% active. inhibition, % at 4 µM; hits with a dose series show EC50 in µM; in the data active = inhibition mostly above about 36%, no sharp cut-off; inactive = mostly below about 34%;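 note: HEK-293T reporter cells stimulated with the NOD1 agonist gamma-tri-DAP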
# Myeloid diff 2 GFP+ MAC1+ % = second read-out of Myeloid diff 2, no call of its own (marks repeat the call); GFP+ MAC1+ double positive, %; measured here: differentiation confirmed by MAC1 staining
# * marks the source's active call; other numbers are inactive results; i = inactive; ? = inconclusive; nt = not tested or not shown; [ ] = another dose, or the depositor's remark. Cut-off read from the data, not from the text of the source, unless noted: active = inhibition above about 50%; inactive = the rest. The list is partial, so the mix of outcomes need not match the whole.
SMILES,KOR beta-arrestin-1,LYP phosphatase,KOR beta-arrestin-2,Salmonella PhoP GFP,HIV fusion peptide,SIAH1 antagonists,NOD2 inhibition,Myeloid diff 2,Myeloid diff 2 GFP+ MAC1+ %,NOD1 inhibition
CC(=O)c1sc2nc(SCC(=O)NCCc3ccccc3)[nH]c(=O)c2c1C,-18.7%,-8.7%,3.3%,-8.2%,2.8%,3.2%,9.6%,?,nt,-34.1%
Cc1ccc(OC(=O)c2ccc([N+](=O)[O-])cc2Cl)cn1,8.1%,-7.6%,-4.8%,8.3%,-1.2%,-0.8%,2.1%,i,1.5,-4.5%
CCc1ccc(CNC(=O)C2CC(=O)N(C3CCCC3)C2)cc1 (stereo not given),-16.7%,-3.0%,-6.1%,2.1%,-2.3%,-4.6%,-16.1%,i,1.4,1.3%
C/C(=N\NC(=O)CC(C)C)c1c(C(F)(F)F)[nH]n(-c2nc3ccccc3s2)c1=O,5.7%,1.3%,0.7%,-0.8%,9.9%,3.5%,-13.5%,i,0.3,-12.1%
O=C(O)CCCNS(=O)(=O)c1ccccc1,24.8%,-4.1%,2.8%,3.3%,1.6%,6.3%,12.7%,i,0.0,-38.4%
O=C(Oc1ccc2ccccc2c1)c1ccco1,-0.9%,-1.9%,-5.4%,2.4%,-2.9%,-6.6%,18.8%,i,0.7,13.5%
NNC(=S)Nc1cccc(Cl)c1,18.7%,-0.3%,4.3%,2.9%,-0.9%,-1.0%,4.6%,i,0.5,-10.6%
O=c1[nH]c(CN2CCCCC2)nc2ccccc12,-62.5%,-9.0%,3.8%,32.1%,-2.9%,-1.9%,-2.9%,i,1.2,nt
Cc1cc(NC(=NC2CC2)c2ccccc2F)n(-c2ccccc2)n1,6.0%,-5.3%,-1.8%,-0.3%,0.1%,9.8%,4.3%,i,0.3,-20.4%
CNc1nc(-c2ccccc2)cc(C)c1S(C)(=O)=O,15.0%,-17.8%,-0.1%,-4.0%,0.6%,-0.3%,-33.5%,i,0.2,-35.6%
COc1ccc(NC(=O)CCNS(=O)(=O)c2cccc3nsnc23)cc1,-36.9%,-4.6%,-4.9%,-5.2%,-0.4%,-1.7%,11.1%,i,0.2,-14.3%
Cc1ccc(S(=O)(=O)N2CC3CCCN3c3ccc(C(F)(F)F)cc32)cc1 (stereo not given),-2.3%,-1.0%,-2.2%,10.1%,-2.9%,3.5%,8.3%,i,1.5,11.7%
Cc1nnc(SCC(=O)N(C)C2CCCCC2)s1,2.1%[20 µM],-5.6%,nt,1.1%,-0.3%,-1.0%,8.8%,i,0.0,-15.2%
Cc1ccc(S(=O)(=O)N2CCC(C(=O)NCC3CCCCC3)CC2)cc1,-18.4%,-16.5%,-2.5%,-1.8%,2.1%,5.5%,-32.2%,i,4.9,-18.5%
CC(=O)c1cccc(NC(=O)NC2CCCCC2)c1,7.0%,1.1%,-0.3%,-2.4%,0.3%,2.4%,-12.4%,i,6.5,-16.5%
CCC(C)Sc1nc(O)c(Cc2ccccc2)c(=O)[nH]1 (stereo not given),17.6%,-5.2%,2.3%,-14.1%,0.1%,-2.2%,2.1%,i,0.7,6.4%
S=C(NCC1CCCO1)N1CCN(c2nc(-c3ccccc3)cs2)CC1 (stereo not given),-9.1%,-0.6%,-9.0%,-7.2%,-0.1%,5.7%,17.6%,i,1.0,10.4%
Cc1onc(-c2ccccc2)c1C(=O)Oc1ccccc1,28.7%,-5.6%,2.8%,1.1%,-1.4%,3.3%,6.3%,i,0.3,-4.6%
CCOc1cccc(C(=O)Nc2cc(-c3nn4c(C)nnc4s3)ccc2C)c1,9.4%,-7.0%,-3.2%,5.3%,-1.1%,7.7%,1.5%,i,3.6,nt
COc1ccccc1OCC(=O)Nc1cccc(-c2nc3ccccc3o2)c1,-6.9%,-1.7%,-4.1%,0.1%,-1.0%,0.6%,1.1%,i,2.1,-20.0%
CCOCCCNC(=O)c1c[nH]c2ccc(OCC)cc2c1=O,6.1%,-10.9%,0.6%,-6.6%,2.4%,-2.1%,3.2%,i,0.1,-0.3%
O=C(NCc1nnc(SCC(=O)N2CCCC2)o1)c1ccco1,-24.3%,-6.8%,1.5%,-2.8%,-0.3%,10.2%,9.0%,i,0.9,-3.7%
O=C(COC(=O)c1ccc(S(=O)(=O)NCc2ccco2)cc1)c1ccccc1,11.5%,-2.3%,-2.3%,-1.8%,-0.3%,-3.0%,8.5%,i,0.5,-44.9%
COc1ccc(C(=O)Nn2c(C)nc3ccccc3c2=O)c(OC)c1,6.5%,-4.9%,-3.1%,6.8%,-1.5%,11.3%,18.2%,i,0.1,-5.2%
Cc1nnc(C)c2c(C)n(-c3ccccc3)c(C)c12,3.4%,-7.6%,3.5%,nt,0.4%,1.2%,7.7%,i,1.0,-5.0%

# Quoted from the entries so far, two compounds:
SMILES,KOR beta-arrestin-1,LYP phosphatase,KOR beta-arrestin-2,Salmonella PhoP GFP,HIV fusion peptide,SIAH1 antagonists,NOD2 inhibition,Myeloid diff 2,Myeloid diff 2 GFP+ MAC1+ %,NOD1 inhibition
COc1ccc(C(=O)Nn2c(C)nc3ccccc3c2=O)c(OC)c1,6.5%,-4.9%,-3.1%,6.8%,-1.5%,11.3%,18.2%,i,0.1,-5.2%
Cc1nnc(C)c2c(C)n(-c3ccccc3)c(C)c12,3.4%,-7.6%,3.5%,nt,0.4%,1.2%,7.7%,i,1.0,-5.0%

# Carrying on:
SMILES,KOR beta-arrestin-1,LYP phosphatase,KOR beta-arrestin-2,Salmonella PhoP GFP,HIV fusion peptide,SIAH1 antagonists,NOD2 inhibition,Myeloid diff 2,Myeloid diff 2 GFP+ MAC1+ %,NOD1 inhibition
CCOC(=O)N1CCN(c2c(N3CCN(c4ccc(F)cc4)CC3)c(=O)c2=O)CC1,24.7%,5.2%,1.8%,-6.5%,0.0%,3.9%,10.1%,i,0.8,-3.9%
COCCNC(=O)c1oc2ccc3c(c2c1C)C(O)CC(C)(C)O3 (stereo not given),-3.4%,-9.1%,-9.5%,11.7%,0.0%,-4.0%,9.9%,i,0.5,0.6%
Cc1cc(/C=C(/C#N)C(=O)O)c(C)n1-c1cccc2ccccc12,12.4%,4.7%,0.6%,-6.1%,6.6%,5.5%,-41.0%,i,0.6,4.9%
COC(=O)C(C(=O)OC)C(C(C)C)C(C(=O)OC)C(=O)OC,-7.2%,-3.6%,0.1%,0.6%,-1.5%,8.4%,11.3%,i,0.1,-16.4%
O=C(CCC(=O)N(CC(=O)NC1CCCC1)Cc1ccccc1Cl)Nc1nccs1,6.6%,-6.3%,0.0%,7.0%,-1.3%,-2.1%,9.4%,i,0.2,-6.7%
COCCNC(=O)C(=O)NCC1OCCCN1S(=O)(=O)c1cccs1 (stereo not given),-60.8%,-7.4%,1.5%,-8.9%,0.7%,2.0%,7.7%,i,0.5,-3.6%
COc1ccc(NC(=O)CSc2ncnc3c2sc2ccccc23)c(OC)c1,7.3%,1.6%,27.9%,-2.4%,0.2%,-3.1%,-3.6%,i,0.4,-26.3%
Cn1nnnc1SCC1=C(C(=O)O)N2C(=O)C(NC(=O)C3CC3c3ccccc3)C2SC1 (stereo not given),-19.6%,-9.5%,-0.4%,5.8%,18.8%,-0.5%,1.3%,i,0.7,25.1%
O=C(COC(=O)c1c(Cl)cccc1Cl)Nc1cc(Cl)ccc1Oc1ccccc1,-24.8%,-9.1%,2.6%,-8.6%,-0.2%,-3.5%,-63.0%,i,0.2,-29.4%
CC1=NN(c2ccc(Cl)c(C(=O)O)c2)C(=O)/C1=C\c1ccc(-c2ccc(C(=O)O)cc2)o1,-14.6%,18.2%,4.1%,-6.6%,29.6%,8.6%,-0.6%,i,0.2,-21.6%
O=C1c2ccccc2-c2cccc(C(=O)N3CCN(C(=O)c4ccccc4)CC3)c21,-11.2%[20 µM],-7.2%,-5.6%,9.6%,-1.6%,2.2%,32.4%,i,0.6,-23.5%
Cc1cc(C)cc(C(=O)NC(=S)Nc2ccc3[nH]c(=O)[nH]c3c2)c1,-43.1%,-6.0%,0.5%,5.8%,-0.9%,-2.6%,-3.6%,i,0.2,-24.5%
CCCCN(CC)CCCNC(=O)c1cc2c(=O)n(C)c3ccccc3c2n1C,23.3%,0.1%,3.2%,11.6%,-1.3%,-0.6%,-6.0%,?,nt,-30.1%
COc1ccc2c(c1)SCCC2=O,-20.9%,-3.4%,-0.3%,14.6%,0.2%,2.5%,14.9%,i,1.0,2.0%
CC(C)(C)OC(=O)N1CCC(c2c(C(=O)O)cnn2-c2ccccc2)CC1,-20.3%,5.7%,-3.9%,4.6%,1.4%,1.1%,3.9%,i,6.4,-12.6%
O=C(CCC(=O)OCC(F)(F)C(F)F)Nc1ccc(F)cc1F,22.4%,-3.7%,-2.9%,-6.3%,-0.9%,4.0%,6.5%,i,0.3,-30.4%
C=C(CO)C1Cc2cc(C(C)=O)ccc2O1 (stereo not given),24.4%,-3.9%,-2.9%,3.8%,17.9%,1.0%,-5.1%,i,2.4,-3.8%
O=[N+]([O-])c1ccc(NCc2ccccc2)nc1,38.4%,-3.4%,1.9%,-2.8%,-0.7%,-3.8%,-50.0%,i,0.9,-10.0%
CC(=O)c1ccc(N2C(=NC(=O)C3CCCCC3)SC3CS(=O)(=O)CC32)cc1 (stereo not given),-17.8%,-11.6%,-7.4%,-6.2%,-0.1%,2.9%,12.5%,i,2.1,-12.3%
COc1cc(C(=O)NCCc2ccc(F)cc2)c([N+](=O)[O-])cc1OC,nt,-1.0%,1.0%,-3.6%,-0.7%,5.9%,3.1%,i,0.4,-18.0%
Cn1c(Oc2ccccc2NCc2cccc(Br)c2)cc(=O)n(C)c1=O,2.0%,-2.6%,-0.3%,4.1%,-2.9%,1.1%,45.4%,i,0.5,17.3%
CCOc1ccc(S(=O)(=O)N2CCOCC2)cc1NC(=O)c1ccccc1F,6.3%,-0.6%,3.2%,0.9%,-1.4%,-1.7%,5.0%,i,0.9,-2.9%
COc1cc(/C=C2/C(=O)N(C)C(=S)N2C)ccc1OCc1cccc(F)c1,-52.0%[20 µM],-2.4%,0.5%,-4.4%,4.4%,-5.1%,6.3%,nt,nt,-25.9%
CCCN1CCN(CCCNC(=O)c2ccc(NC(=O)C3=C(C)OCCS3)cc2)CC1,-20.2%,-1.6%,1.9%,6.3%,-1.7%,0.8%,-2.5%,i,5.2,-20.1%
CCOc1ccc(Cl)cc1S(=O)(=O)N1CCC(C(=O)NCc2ccco2)CC1,-0.9%,-7.8%,-0.5%,-1.3%,1.1%,12.2%,9.8%,i,3.8,-12.8%
COc1cc2c(C(=O)N3CCN(c4cccc(Cl)c4)CC3)cn(CC(C)C)c(=O)c2cc1OC,11.5%,-1.1%,-6.4%,3.1%,0.4%,3.6%,3.7%,i,1.1,-21.1%
COC(=O)C1CCN(c2cc(=O)n(Cc3ccc(F)cc3)c(=O)[nH]2)CC1,8.9%,-6.9%,3.3%,14.1%,0.4%,-4.2%,21.2%,i,6.1,-20.2%
Cc1cccc(-n2ncc3c2CCCC3NC(=O)CCCN2CCCCC2=O)c1C (stereo not given),-7.1%,-9.0%,0.0%,-5.1%,0.7%,-0.7%,18.2%,i,0.5,1.4%
